# BCR signal inh – blocks chronic active B-cell receptor signaling | 0.05% of 340,000 active | Potency, µM (series often up to 46.1 µM), for the others: at the top dose ratio change, negative = lower green/red ratio, most hits filed as inhibitors | ABC-DLBCL IkBa-CBG/CBR reporter, luminescence ratio, 4 h | AID 493014; active means well fitted inhibition curve with a large enough effect in the signal ratio, with a control signal flat, not every such curve was filed as active; inconclusive means small, poorly fitted or top-dose-only effect, or effect the other way, or a change in a side signal; the % refers to the signal ratio;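 further: potency means the concentration at half of the fitted maximal effect; plate controls were basal doxycycline-induced cells for no effect and cells given 10 µM MG132 for full effect; MG132 reads +100%, hits lower the ratio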
#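 TMD8 ABC-DLBCL cells carrying doxycycline-inducible green luciferase fused to IkappaBalpha plus unfused red luciferase were exposed to compounds (up to 46 uM) for 4 hrs at 37C. Activity came from the overlap-corrected green/red luminescence ratio.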
# MBNL1-CUG inh – MBNL1-poly(CUG) RNA binding inhibition; Q9NR56; TR-FRET MBNL1-His/biotin-(CUG)12 binding, 665/545 ratio; Potency, µM (doses to about 57.5 µM), without a hit: at the top dose activity change, negative = inhibition, hits mostly inhibitors; 0.036% of 280,000 active; AID 2675; active means well fitted inhibition curve with a large enough effect in the signal ratio, with a control signal flat, not every such curve was filed as active; inconclusive means small, poorly fitted or top-dose-only effect, or effect the other way, or a change in a side signal; inactive means no such curve, though single readings can be large or run the other way; the % refers to the signal ratio; further: potency means the concentration at half of the fitted maximal effect; on the % scale 0 is the no-effect control and ±100 the full control effect
#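 TR-FRET readout: Ex 340 nm, 665/545 nm emission ratio, normalized to buffer-only (basal) and MBNL1-(CUG)12 controls. Complex of MBNL1-His with Biotin-(CUG)12, compounds 92 nM–58 uM, incubated 60 min at room temperature.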
# Mito fusion yeast – inhibitors of mitochondrial division or activators of mitochondrial fusion. S. cerevisiae fusion-defective mutant growth rescue, CellTiterGlo 48 h. Potency, µM (doses to about 46.1 µM), for inactives: at the top dose growth rescue (activation), actives largely listed as activators. 0.23% of 320,000 active;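 further: potency means the concentration at half of the fitted maximal effect; % of control where 0% means no effect; nearly all actives have a fitted effect of over 45% in size; temperature-sensitive fusion mutants such as fzo1-1 at 37 °C on non-fermentable ethanol glycerol medium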
#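 Luminescent cell viability in 1536-well qHTS format served as the measure of rescued growth in ts fusion-mutant S. cerevisiae cultured on non-fermentable YPEG for 48 hours at 37C.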
# GALK inh – galactokinase (human) inhibition; Purified GALK, Kinase-Glo residual ATP luminescence; Potency, µM (top dose mostly 57.5 µM), inactives show top-dose activity change, negative = inhibition, hits mostly inhibitors; 0.007% of 270,000 active; further: potency means the concentration at half of the fitted maximal effect; on the % scale 0 is the no-effect control and ±100 the full control effect
#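 Luminescence from leftover ATP (Ultra-Glo luciferase/luciferin) served as read-out after a 1 h room-temperature reaction of 5 nM GALK with 35 uM ATP and 100 uM galactose.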
# Eya2 phos inh – blocks the phosphatase activity of human Eya2; AID 488837; O00167; 0.006% of 330,000 active; recombinant Eya2, OMFP fluorescence dephosphorylation (OMFP is methylfluorescein phosphate); Potency, µM (doses to about 76.9 µM), without a hit: top-dose activity, negative = inhibition, usual class: inhibitors; further: potency means the concentration at half of the fitted maximal effect; on the % scale 0 is the no-effect control and ±100 the full control effect
# Target sequence (O00167 whole entry, looked up): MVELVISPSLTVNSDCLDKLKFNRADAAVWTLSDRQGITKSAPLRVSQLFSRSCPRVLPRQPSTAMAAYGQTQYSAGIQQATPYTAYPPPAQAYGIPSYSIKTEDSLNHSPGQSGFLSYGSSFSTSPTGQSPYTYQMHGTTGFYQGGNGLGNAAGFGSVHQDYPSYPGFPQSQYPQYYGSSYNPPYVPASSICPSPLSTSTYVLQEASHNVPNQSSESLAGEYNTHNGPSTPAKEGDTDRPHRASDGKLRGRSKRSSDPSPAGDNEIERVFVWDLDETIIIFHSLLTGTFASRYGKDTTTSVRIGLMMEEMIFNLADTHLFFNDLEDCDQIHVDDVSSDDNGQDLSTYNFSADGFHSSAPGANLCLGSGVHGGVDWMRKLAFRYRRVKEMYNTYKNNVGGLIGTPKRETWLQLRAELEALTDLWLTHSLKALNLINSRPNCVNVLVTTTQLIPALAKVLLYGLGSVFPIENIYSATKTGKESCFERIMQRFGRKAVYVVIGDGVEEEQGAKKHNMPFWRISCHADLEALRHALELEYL
#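 Eya2 (0.2 uM) preincubated 10 min at ambient with compound, then OMFP substrate added at 50 uM; 10 min reaction in 50 mM HEPES pH 7.5, 50 mM NaCl, 5 uM MgCl2, 0.05% BSA, 1 mM DTT. Fluorescence read at Ex 485/Em 525 nm.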
# PKM2 act – increases activity of human pyruvate kinase M2; P14618; purified PKM2, Kinase-Glo ATP luminescence, activation; response scale: 0% is enzyme alone, no compound; Potency, µM (top dose mostly 57.5 µM), for inactives: at the highest dose activation, usual class: activators; 0.34% of 260,000 active; further: potency means the concentration at half of the fitted maximal effect; on the % scale 0 is the no-effect control and ±100 the full control effect; nearly all actives have a fitted effect of over 55% in size
#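 ATP formation by purified human PK-M2, quantified via coupled luciferase luminescence after 1 h at room temperature with 0.1 mM ADP and 0.5 mM PEP final.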
# TSHR antag – antagonists of human thyroid stimulating hormone receptor | TSHR-expressing cells, TSH-stimulated cAMP HTRF, 2 h; hits give low values | activity change, negative = inhibition, % at 11.5 µM | 0.2% of 330,000 active;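 active means activity change below a set negative limit, meaning inhibition stronger than a set level, cut at about -70% in these data; inconclusive means activity change between two set negative limits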; further: on the % scale 0 is the no-effect control and ±100 the full control effect
#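 TSHR-expressing cells, 200/well, pre-treated with compound, then stimulated with EC80 TSH (4nM final) for 2 hours at 37 deg C. cAMP measured by competitive HTRF: anti-cAMP cryptate antibody in lysis buffer plus cAMP-d2, read after 30 minutes at room temperature.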
# Menin MLL FP TR – displaces Texas Red mutant MLL peptide from human menin. O00255. Menin + Texas Red MLL mutant peptide, fluorescence polarization. Potency, µM (titrated, usually from 61.6 µM), for the others: top-dose FP activity change, negative = inhibition, actives largely listed as inhibitors. 0.23% of 270,000 active; active means well fitted inhibition curve with a large enough effect in the polarisation, with a control signal flat, not every such curve was filed as active; inconclusive means small, poorly fitted or top-dose-only effect, or effect the other way, or a change in a side signal; inactive means no such curve, though single readings can be large or run the other way; the % refers to the polarisation; further: potency means the concentration at half of the fitted maximal effect; % of control where 0% means no effect; many of its hits are not listed in these tables
# S-ASM inh – human S-ASM enzyme inhibition; P17405; Potency, µM (series often up to 57.5 µM), for the others: top-dose activity change, negative = inhibition, hits mostly inhibitors; placental ASM, HMU-PC fluorogenic substrate, 60 min; 0.006% of 340,000 active; further: potency means the concentration at half of the fitted maximal effect
# Target sequence (P17405 47-631 limits assumed): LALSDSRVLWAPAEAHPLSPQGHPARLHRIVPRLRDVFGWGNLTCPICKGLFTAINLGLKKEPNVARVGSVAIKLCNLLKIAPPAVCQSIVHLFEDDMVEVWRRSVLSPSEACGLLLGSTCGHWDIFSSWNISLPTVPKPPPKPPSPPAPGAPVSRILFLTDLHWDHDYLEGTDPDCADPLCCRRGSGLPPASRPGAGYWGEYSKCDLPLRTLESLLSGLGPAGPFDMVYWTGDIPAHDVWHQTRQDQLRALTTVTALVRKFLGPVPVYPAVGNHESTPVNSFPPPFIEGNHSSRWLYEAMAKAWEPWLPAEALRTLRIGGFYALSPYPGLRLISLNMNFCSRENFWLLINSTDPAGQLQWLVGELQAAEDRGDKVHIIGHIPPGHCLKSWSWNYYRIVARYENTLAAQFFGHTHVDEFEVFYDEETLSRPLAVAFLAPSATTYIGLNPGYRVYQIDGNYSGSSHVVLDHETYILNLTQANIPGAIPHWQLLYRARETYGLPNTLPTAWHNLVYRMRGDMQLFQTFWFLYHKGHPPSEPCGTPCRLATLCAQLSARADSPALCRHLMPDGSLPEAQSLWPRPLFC
#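 Fluorogenic HMU-PC substrate (9 uM final) is turned over by placental ASM in 60 min at 37 C after a 10 min compound preincubation. Reaction ended by alkaline stop (pH 10), with fluorescence read at 386/447 nm.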
# hERG WT inh – blocks the wildtype human KCNH2 potassium channel. Q12809. U2OS, BacMam KCNH2, thallium flux FluxOr; hits give low values. activity change, % at 1.84 µM. 0.37% of 340,000 active. AID 720551;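 active means maximum activity change below -70%; inconclusive means maximum activity change between -70% and -50%; inactive means maximum activity change above -50%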; further: on the % scale 0 is the no-effect control and ±100 the full control effect
#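 U2OS cells were transduced with wild-type KCNH2 virus (2.03 x 10^8 / mL) for 4 h at room temperature, then cultured overnight at 37 C. Thallium flux was read with FluxOr dye. Rate constants were normalized to DMSO controls.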
# USP2a inh – inhibitors of human ubiquitin-specific protease USP2a | USP2 core, Ub-CHOP2 coupled fluorogenic reporter, 485/531 | Potency, µM (series often up to 38.3 µM), for inactives: top-dose activity change, negative = inhibition, most hits filed as inhibitors | 0.01% of 330,000 active;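 further: potency means the concentration at half of the fitted maximal effect; plate controls were DMSO wells for no effect and full inhibition by NEM control for full effect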
#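 Cell-free coupled assay: 10nM USP2 core preincubated 30min RT with compound in Tris-HCl pH 8.0/CaCl2/CHAPS buffer, then 25nM Ub-CHOP2 and 25nM reporter substrate; fluorescence (Ex 485/Em 531) read after 60min RT, normalized to NEM inhibition, concentration-response curves fitted.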
# Active calls of the source: *; u = inconclusive; x = not tested or not shown; [ ] = dose if it differs, or a comment. Unless noted, the call rests on the fitted dose curve; in most records, active means well fitted curve in the direction sought with a large enough effect; inconclusive means small, poorly fitted or top-dose-only effect, or another doubt; inactive means no such curve, though single readings can be large; an effect the other way counts as inactive or inconclusive. An excerpt (hit frequency here may not be typical).
SMILES,BCR signal inh,MBNL1-CUG inh,Mito fusion yeast,GALK inh,Eya2 phos inh,PKM2 act,TSHR antag,Menin MLL FP TR,S-ASM inh,hERG WT inh,USP2a inh
O=C(CSc1nnc2ccc(-c3ccccn3)nn12)Nc1ccccc1F,-2%,x,-3%,x,7%,x,6,x,117%,-7,2%
CCc1nc(SCC(=O)NNC(=O)c2ccc(OC)cc2)c2ccccc2n1,-10%,37%[activator],5%,9%,3%,1%,-3,7%,-2%,-8,3%
COc1ccc(NS(=O)(=O)c2cccc(C(=O)NCCc3ccc(S(N)(=O)=O)cc3)c2)cc1,3%,x,-2%,x,2%,x,-4,x,0%,-1,0%
COc1cc(C(=O)Nc2c(C(=O)O)[nH]c3ccc(C)cc23)cc(OC)c1OC,0%,9%,-1%,2%,1%,x,-2,u,7%,-2,0%
CC(=O)NCCc1ccc(O)cc1,-1%,5%,u,2%,u,-7%,2,x,3%,-2,6%
COc1cccc(CNC(=O)c2ccccc2SCC(=O)N2CCCC2)c1,3%,x,-5%,x,2%,x,6,x,6%,6,-1%
CCOC(=O)c1cnc(SCC(=O)OC)nc1N,19%,-4%,10%,4%,1%,2%,9,-10%,0%,8,0%
C1=CC2c3ccccc3NC(c3ccncc3)C2C1 (stereo not drawn),6%,u,-4%,-1%,-8%,19%,2,u,-5%,6,-8%
CCOc1ccc(NC(=O)CN2CCC(NC(=O)C3CCCCC3)CC2)cc1,1%,-10%,1%,2%,6%,-3%,6,0%,x,x,1%
CC[C@H](C)[C@H](NC(=O)[C@H](Cc1ccc(O)cc1)NC(=O)[C@@H](N)C(C)C)C(=O)N[C@@H](Cc1cnc[nH]1)C(=O)N1CCC[C@H]1C(=O)N[C@@H](Cc1ccccc1)C(=O)O,0%,-5%,1%,x,8%,-13%,11,-2%,8%,-8,2%
CN(CCCCCCN(C)Cc1ccccc1O)Cc1ccccc1O,-2%,5%,-2%,-1%,5%,1%[11.5 µM],-2,-29%,3%,-2,2%
CCc1ccc(NC(=O)Cn2c(=O)c3cccn3c3ccccc32)cc1,u,5%,16%,1%,4%,x,18,17%,11%,30,1%
COc1ccccc1CC(=O)N1CCN(c2ccccc2F)CC1,1%,-2%,5%,2%,-2%,-4%,1,-23%,3%,-1,4%
Cc1ccc(C2/C(=C(\O)c3ccc4c(c3)OCCO4)C(=O)C(=O)N2Cc2cccnc2)cc1 (stereo not drawn),5%,17%,-1%,-3%,3%,-4%,23,0%,1%,-1,3%
COc1cccc(CN(CC(=O)NCc2ccccc2)S(=O)(=O)CCl)c1,-5%,x,-4%,x,11%,x,5,x,4%,-4,2%
Nn1cc(-c2ccccc2)nc1SCC(=O)NCC1CCCO1 (stereo not drawn),3%,5%,7%,8%,2%,0%,2,-2%,-2%,-1,7%
CCC(=O)N1CCN(c2cc(N3CCN(C)CC3)c(F)cc2[N+](=O)[O-])CC1,0%,u,-11%,5%,-7%,3%,1,2%,-4%,0,5%
CCOc1cccc(SCc2noc(C(=O)NCCOC)c2C(=O)O)c1,19%,-21%,3%,0%,-1%,5%,32,-7%,-2%,-11,-3%
Cc1ccc(-c2noc(CNC(=O)c3ccc4c(c3)OCO4)n2)cc1,2%,-1%,-1%,0%,2%,-2%,-6,18%,-8%,5,-2%
O=C(COc1ccc(S(=O)(=O)N2CCCCC2)cc1)Nc1ccccc1F,0%,-6%,-1%,3%,-7%,-5%,6,x,-2%,-13,1%
CCC(C)n1c(SCC(=O)NCc2ccco2)nnc1-c1cccc(S(=O)(=O)N2CCOCC2)c1 (stereo not drawn),9%,-6%,0%,1%,24%,5%,-1,-16%,1%,6,4%
Cc1cc(C)n2nc(SCC(=O)N3CCOCC3)nc2n1,6%,x,-4%,x,-3%,x,3,x,-1%,6,2%
O=C(NCc1ccco1)C1CC(c2cc(C(F)(F)F)cc(C(F)(F)F)c2)=NO1 (stereo not drawn),u,-1%,0%,3%,0%,2%,-7,x,-2%,7,-9%
COc1ccc(C(C)=O)cc1CN1C(=O)NC(CC(C)C)C1=O (stereo not drawn),7%,-2%,-6%,-2%,-1%,4%,9,2%,3%,-15,-1%
COc1ccc(N(C(=O)CCC(=O)Nc2cc(C)on2)C(C(=O)NC2CCCC2)c2ccco2)cc1 (stereo not drawn),-1%,-5%,2%,-7%,9%,-2%,6,-4%,-3%,2,3%
CCS(=O)(=O)c1ccc2oc(SCC(=O)Nc3ccc(OC)c(OC)c3)nc2c1,0%,2%,-4%,0%,7%,-3%,1,u,2%,-13,-3%
CN(C)c1ccc(S(=O)(=O)N2CCCCC2)cc1NC(=O)CCNC(=O)c1ccc(Cl)cc1,4%,x,-5%,x,7%,x,-7,x,3%,-1,1%
O=C(O)c1cc2nc(C3CC3)cc(C(F)(F)F)n2n1,13%,9%,-2%,1%,25%,-15%,16,6%[11.7 µM],8%,28,-1%
C1CCC(n2nnnc2CN2CCN(C3CCCC3)CC2)CC1,0%,-7%,2%,0%,23%,-2%,6,-5%,3%,3,-1%
COCCn1c(SCC(=O)Nc2ccc(F)cc2F)nc2c([nH]c3ccccc32)c1=O,-2%,3%,3%,5%,11%,-1%,3,x,-10%,3,3%
Cc1cc(C)cc(NC(=O)C(c2ccccc2)N2CCN(CC(=O)N3CCCC3)CC2)c1 (stereo not drawn),0%,x,-5%,x,4%,x,-3,x,x,-1,3%
COc1ccccc1NC(=O)c1cc2ccccc2nc1C,-1%,-15%,-1%,0%,8%,-3%,1,9%,-3%,x,1%
COc1cc(OC)c(C(=O)O/N=C(\N)c2ccccc2)cc1OC,-3%,-3%,7%,-1%,14%,x,-10,-9%,0%,1,3%
O=C(c1ccco1)N1CCN(C(=O)c2sccc2-c2ccccc2)CC1,-26%,-3%,0%,-5%,-18%,18%,-7,-25%,0%,13,3%
O=C(O)c1ccccc1NS(=O)(=O)c1ccc2c3c(cccc13)C(=O)N2,u,u,-3%,-7%,15%,1%,-7,u,-4%,7,-1%
CCOC(=O)C(C)Sc1nc(=O)n2ccccc2n1 (stereo not drawn),1%,-16%,10%,-1%,-11%,-1%,-1,-3%,1%,5,-4%
COc1ccc(OCc2cc(=O)[nH]c3ccccc23)cc1,-1%,1%,1%,-2%,1%,-2%,11,-1%,-2%,8,-1%
Cc1cnc(C(=O)OCC(=O)Nc2ccc(C)c(S(=O)(=O)N3CCOCC3)c2)cn1,1%,x,x,x,5%,x,27,x,-1%,-8,4%

# Some of the entries so far, field by field:
Compound: COc1ccc(OCc2cc(=O)[nH]c3ccccc23)cc1
  BCR signal inh = -1% | MBNL1-CUG inh = 1% | Mito fusion yeast = 1% | GALK inh = -2% | Eya2 phos inh = 1% | PKM2 act = -2% | TSHR antag = 11 | Menin MLL FP TR = -1% | S-ASM inh = -2% | hERG WT inh = 8 | USP2a inh = -1%

Compound: Cc1cnc(C(=O)OCC(=O)Nc2ccc(C)c(S(=O)(=O)N3CCOCC3)c2)cn1
  BCR signal inh = 1% | MBNL1-CUG inh = x | Mito fusion yeast = x | GALK inh = x | Eya2 phos inh = 5% | PKM2 act = x | TSHR antag = 27 | Menin MLL FP TR = x | S-ASM inh = -1% | hERG WT inh = -8 | USP2a inh = 4%

Compound: COc1ccccc1NC(=O)c1cc2ccccc2nc1C
  BCR signal inh = -1% | MBNL1-CUG inh = -15% | Mito fusion yeast = -1% | GALK inh = 0% | Eya2 phos inh = 8% | PKM2 act = -3% | TSHR antag = 1 | Menin MLL FP TR = 9% | S-ASM inh = -3% | hERG WT inh = x | USP2a inh = 1%

Compound: COc1cc(OC)c(C(=O)O/N=C(\N)c2ccccc2)cc1OC
  BCR signal inh = -3% | MBNL1-CUG inh = -3% | Mito fusion yeast = 7% | GALK inh = -1% | Eya2 phos inh = 14% | PKM2 act = x | TSHR antag = -10 | Menin MLL FP TR = -9% | S-ASM inh = 0% | hERG WT inh = 1 | USP2a inh = 3%

# Source: PubChem (National Center for Advancing Translational Sciences (NCATS))
